Assay outcomes: PubChem, several laboratories
DNA FID counter: displaces DNA intercalator in HCV helicase counter-screen. 290,000 compounds, 0.17% hits. inhibition, % at 7.9 µM. AID 1845. DNA fluorescent intercalator displacement, fluorescence; in the data active = inhibition above about 37%;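 also: 0% = vehicle and 100% = reference compound; higher means more ethidium bromide displaced from hairpin DNA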
GalR3 antag: blocks the human galanin receptor 3; O60755; HEK293 GalR3-CNG cAMP membrane potential fluorescence; galR3 body fused to GalR1 C-terminus; inhibition, % at 3 µM; 360,000 compounds, 0.44% hits; AID 651719;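 active = inhibition above the screen-wide average plus 3 SD, cut at about 13% in these data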;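 also: forskolin and galanin both at EC90 stimulate the cells; cAMP rise reported by CNG channel membrane potential dye signal; 0% = forskolin plus galanin with DMSO and 100% = forskolin alone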
Target sequence (O60755 1-299 limits assumed): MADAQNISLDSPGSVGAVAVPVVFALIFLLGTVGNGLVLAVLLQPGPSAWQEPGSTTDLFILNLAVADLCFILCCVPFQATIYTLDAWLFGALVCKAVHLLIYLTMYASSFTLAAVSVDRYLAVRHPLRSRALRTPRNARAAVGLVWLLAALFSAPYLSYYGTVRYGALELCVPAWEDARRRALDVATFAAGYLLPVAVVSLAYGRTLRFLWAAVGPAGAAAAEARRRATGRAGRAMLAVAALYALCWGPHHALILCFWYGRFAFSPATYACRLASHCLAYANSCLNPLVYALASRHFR
MEKK3 PB1 HTS: MEKK3-MEK5 PB1 interaction, increase or decrease | bead-based flow cytometry, Alexa488-MEK5 binding to MEKK3; actives lie on both sides; 0 = blocked by unlabeled MEK5, 100 = vehicle | binding response (% of control), % at 10 µM | 290,000 compounds, 1.4% hits;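 active = binding response more than 3 SD above or below the average of its plate-row segment, actives on both sides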;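 also: Alexa488 bead fluorescence after subtracting the streptavidin-only scavenger bead signal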
Target sequence (Q99759 whole entry, looked up): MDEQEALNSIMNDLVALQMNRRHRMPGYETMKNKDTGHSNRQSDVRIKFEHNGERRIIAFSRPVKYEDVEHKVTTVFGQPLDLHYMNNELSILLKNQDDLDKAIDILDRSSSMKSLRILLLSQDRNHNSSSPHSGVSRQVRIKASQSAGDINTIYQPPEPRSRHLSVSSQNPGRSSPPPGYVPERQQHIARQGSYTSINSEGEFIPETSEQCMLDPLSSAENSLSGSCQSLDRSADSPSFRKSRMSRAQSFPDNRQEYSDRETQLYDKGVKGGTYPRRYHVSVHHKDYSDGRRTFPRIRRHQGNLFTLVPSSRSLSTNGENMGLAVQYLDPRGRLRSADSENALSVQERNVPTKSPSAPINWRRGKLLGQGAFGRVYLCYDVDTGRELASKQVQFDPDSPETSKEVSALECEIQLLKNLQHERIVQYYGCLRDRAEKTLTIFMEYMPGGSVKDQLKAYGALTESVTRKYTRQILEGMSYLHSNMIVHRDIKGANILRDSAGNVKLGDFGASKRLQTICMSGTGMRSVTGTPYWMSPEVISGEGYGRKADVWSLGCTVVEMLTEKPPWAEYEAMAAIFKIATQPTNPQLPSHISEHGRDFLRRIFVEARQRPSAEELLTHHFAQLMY
NS3 helicase inh: inhibitors of Hepatitis C virus NS3 helicase | NS3 helicase DNA unwinding, Cy5 molecular beacon fluorescence | inhibition, % at 10.9 µM | 290,000 compounds, 0.56% hits;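 active = inhibition above the mean of all tested compounds plus 3 SD, set per campaign, cut at about 35% in these data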;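 also: 0% = DMSO wells and 100% = thioflavine S control wells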
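System: NS3 helicase fragment of HCV / Schedule: 1 h at 25 °C / Control set: DMSO alone as 0% and 110 µM thioflavine S as 100% / Reagent: Cy5/quencher beacon DNA duplex and ATP to start / Technique: Cy5 fluorescence / Replication: singlicate / Evaluation: % inhibition of end-to-start signal ratio versus controls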
UBC9 SUMO inh: SUMOylation inhibition; HTRF SUMOylation assay, SAE1/SAE2 + UBC9, in vitro; P63279; 290,000 compounds, 0.36% hits; inhibition, % at 35 µM; in the data active = inhibition above about 50%, passing the limit was not always enough; also: strong numbers were not always called active
MEKK2wt PB1 HTS: raises or lowers MEK5 binding to wildtype human MEKK2 PB1 domain; 290,000 compounds, 1.1% hits; bead flow cytometry, Alexa488-MEK5 binding to MEKK2 WT; actives lie on both sides; Q9Y2U5; binding response (% of control), % at 10 µM; in the data active = binding response below about 67% or above about 130%
CRFR2-BP ag: agonists of human CRF-binding protein/CRF-R2 receptor complex | 350,000 compounds, 0.46% hits | HEK293 CRF-R2/CRF-BP, calcium dye fluorescence (FLIPR); percent of saturating CRF peptide response | activation, % at 13.2 µM | AID 588473;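 active = activation of at least 50%, plus an integration ratio under a set limit after plate pattern correction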;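 also: plate controls were neutral control wells without compound for no effect and CRF at EC100 for full effect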
MEKK2 mut-MEK5: signal of MEK5 binding to mutant human MEKK2 PB1 domain; bead flow cytometry, Alexa488-MEK5 binding to MEKK2 mutant; 290,000 compounds, 0.35% hits; percent response, % at 10 µM; AID 1530; in the data active = percent response above about 24%, passing the limit was not always enough; also: inactives centre near 1; some results filed as inactive read as strong as hits
CRFR2-BP antag: antagonists of CRF-binding protein/CRF-R2 receptor complex. HEK293 CRF-R2/CRF-BP, CRF-induced calcium fluorescence. inhibition, % at 11.8 µM. 350,000 compounds, 0.59% hits. AID 588475;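 active = inhibition of the ligand-induced calcium signal above about 50% at the single tested concentration, limit read from the data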
* hit, by the source's call; . = not tested or not shown. These rows are one share of the data; count on the stated rates, not on these rows.

smiles	DNA FID counter	GalR3 antag	MEKK3 PB1 HTS	NS3 helicase inh	UBC9 SUMO inh	MEKK2wt PB1 HTS	CRFR2-BP ag	MEKK2 mut-MEK5	CRFR2-BP antag
CCC(Oc1ccccc1)C(=O)NC1CCCCCC1 (stereo not drawn)	-23	-3	105	14	10	109	-0.6	11	-8
Cc1ccc(C)c(-c2cc(C(=O)NCc3cccs3)c3ccccc3n2)c1	-24	-5	98	1	8	99	0.0	6	22
CCN(CC)S(=O)(=O)c1cc(NC(=O)C2Cc3ccccc3C(=O)O2)ccc1C (stereo not drawn)	-28	-6	105	-23	-26	112	-0.7	8	1
CCc1ccc(NC(=O)NCc2ccccn2)cc1	-9	-4	104	7	24	113	-0.5	10	-1
COc1cc2nc(CN(C)Cc3nc4ccccc4c(=O)[nH]3)[nH]c(=O)c2cc1OC	-15	3	101	-2	4	103	-1.9	6	4
Cc1ccc(C)c(NC(=S)N(Cc2cccc(Br)c2)CC2CCC(C(=O)O)CC2)c1 (stereo not drawn)	-38	4	99	21	15	94	1.4	-3	-5
N#C/C(=C/c1ccncc1)c1nc2ccccc2c(=O)[nH]1	-8	-7	102	-2	20	102	1.1	0	3
CSc1cccc(CN2CCN(CCC(C)C)C(CCO)C2)c1 (stereo not drawn)	2	5	100	6	8	107	-0.6	2	-1
Cc1cccc(N(C(=O)CCC(=O)Nc2cccnc2)C(C(=O)NC2CCCC2)c2ccncc2)c1 (stereo not drawn)	-12	-2	102	7	24	110	-1.6	3	1
C=C(C)c1cccc(C(C)(C)NC(=O)N(Cc2ccccc2)Cc2ccco2)c1	-16	-9	.	-2	22	.	0.5	.	11
CCOc1ccc(N2C(=O)C(Cl)=C(N3CCOCC3)C2=O)cc1	-13	-7	101	4	5	108	0.8	4	3
CC(CNC(=O)c1cc(COc2ccc3ncccc3c2)on1)c1ccccc1 (stereo not drawn)	-28	-2	100	-8	-7	105	-0.5	4	-14
Cc1cc(NC(=O)CCC(=O)N(Cc2cccs2)C(C)(C)C(=O)NC2CCCCC2)no1	-46	-9	103	0	0	105	0.2	0	2
COC(=O)c1c(NC(=O)CCCC(=O)O)sc2c1CCC2	-24	-7	97	9	2	95	-2.5	2	12
O=C(COC(=O)/C=C/c1cccs1)Nc1ccccc1Cl	-3	-5	118	1	9	113	0.8	-1	-52
Cc1cccc(C2C3=C(CCCC3=O)N=C3c4ccccc4C(=O)C32)c1 (stereo not drawn)	4	-3	101	6	11	103	-1.3	2	9
COc1nc(NCCc2ccc(OC)c(OC)c2)nc(Nc2ccccc2)n1	-29	-4	110	-40	-10	117	-0.6	17	-7
O=C(NC12CC3CC(CC(C3)C1)C2)OCCNC1CCCCC1	25	-4	99	-5	6	96	-1.0	-2	-11
O=C(CSC1=Nc2ccccc2C2CC=NN12)Nc1ccc2c(c1)OCO2 (stereo not drawn)	-25	20*	102	20	6	98	-2.2	-1	-29
Cc1nnc(C)c2c(C)n(-c3ccccc3)c(C)c12	-5	-8	101	-14	7	107	0.2	5	-11
NC(=O)C1(N2CCCCC2)CCN(C(=O)CSc2nc3ccccc3[nH]2)CC1	-7	-4	95	-3	0	98	-1.2	2	-8
COc1ccc(Cl)cc1NC(=O)c1noc(C)c1[N+](=O)[O-]	2	.	98	3	10	99	-1.5	2	11
Cc1cc(NC(=O)CCSc2nc(-c3ccco3)cc(C(F)(F)F)n2)n(-c2ccccc2)n1	-13	-7	103	-1	-5	97	1.0	12	7
CC1(C)Oc2ccc3ccc(=O)oc3c2-c2cnoc21	-1	3	99	10	-12	102	7.9	3	19
O=C(Nc1ccccc1-c1nc2ccccc2[nH]1)c1ccc(S(=O)(=O)N2CCCCC2)cc1	-3	-4	110	5	26	113	-1.6	3	0
Cc1cc(=O)n2nc(N3CCC(C(=O)NCc4ccccc4F)CC3)sc2n1	-16	-2	105	17	-2	104	-0.6	8	1
COc1cc(/C=N/N=C(\N)c2nonc2N)cc(OC)c1O	-2	2	90	-17	-5	93	4.6	-3	0
Oc1ccc(C(c2nnnn2C2CCCCC2)N2CCOCC2)cc1 (stereo not drawn)	-8	1	103	5	20	98	0.3	-1	-4
CCOc1ccccc1C(=O)OCC(=O)Nc1ccc(OC(F)F)cc1	-18	-5	106	-8	4	103	-1.3	4	7
CC1c2ccsc2CCN1S(=O)(=O)c1cccs1 (stereo not drawn)	-4	-7	95	3	5	96	-2.0	-12	18

Later entries
smiles	DNA FID counter	GalR3 antag	MEKK3 PB1 HTS	NS3 helicase inh	UBC9 SUMO inh	MEKK2wt PB1 HTS	CRFR2-BP ag	MEKK2 mut-MEK5	CRFR2-BP antag
CC(CCc1ccccc1)NC(=O)c1ccc(Cl)nc1 (stereo not drawn)	-1	-4	103	-1	8	106	-0.9	2	8
O=C(Nc1sc2c(c1C(=O)c1ccccc1)CCCC2)c1cccnc1	-2	-5	101	-20	3	97	0.3	-2	4
COc1ccc(Nc2ncnc3sc(C)cc23)c(OC)c1	-5	-10	108	-17	2	110	-0.9	8	19
CC1C(=O)C(C)(C)C(=O)OC1c1ccc([N+](=O)[O-])cc1 (stereo not drawn)	-3	-1	101	6	-14	101	0.1	4	0
CCC(C)NCCOCCOc1ccccc1-c1ccccc1 (stereo not drawn)	25	-11	104	-22	-12	106	-1.1	6	-28
CC1CCc2nc(NC(=O)C3CC3)sc2C1 (stereo not drawn)	0	0	96	9	-11	97	-0.7	-5	-4
COc1ccc(C2Nc3ccccc3C(=O)N2c2ccccc2)cc1Cn1cc([N+](=O)[O-])cn1 (stereo not drawn)	-4	-4	104	4	-1	109	-1.5	16	10
Cc1ccccc1N/C=C/C(=C(C#N)C#N)N(C)C	4	-3	78	-1	16	84	-0.9	-13	-6
CC(=O)Nc1nc2c(ccc3ccccc32)s1	0	-9	112	1	-3	113	-1.1	12	11
COc1cc(NC(=O)Cn2nnc(-c3ccccc3N)n2)cc(OC)c1	-4	-7	86	3	-9	92	-1.2	-10	-2
CC(C(=O)O)N1C(=O)C2C3CC(C2C1=O)C1C(c2ccccc2)c2sc(=O)[nH]c2SC31 (stereo not drawn)	-34	-3	98	75*	8	98	0.7	-2	-3
CC(=O)Nc1ccc(NC(=O)C(C)n2c3ccccc3c3nc(=O)cc(C)n32)cc1 (stereo not drawn)	-12	-9	104	2	5	96	-0.9	-1	14
CC(C)Oc1ccc(C(=O)Nc2ncn[nH]2)cc1	1	-8	105	-1	-8	103	1.2	5	1
CC(C)CN(CCC(=O)O)CC(C)C	2	-5	103	3	2	103	-0.2	2	31
COc1cc(OC)cc(C(=O)Nc2ccc(S(=O)(=O)N3CCOCC3)cc2)c1	-15	-9	110	-8	6	108	-0.3	9	16
CC1(C(=O)CSc2nc3ccccc3s2)CCC(=O)O1 (stereo not drawn)	1	0	100	13	21	100	-0.8	1	6
CCOC(=O)/C=C/C(=O)OCc1csc(CC(=O)Nc2ccccc2C)n1	-39	6	99	38*	0	97	0.9	12	-1
O=C(NCCN1CCCCC1)c1cc2ccccc2[nH]1	-3	-5	97	2	32	100	0.0	4	-1
COC(=O)CN(c1nc(C)c(Br)c(OC)n1)S(=O)(=O)c1ccc(C)cc1	-26	-9	107	-10	-27	107	-0.9	7	1
CCOC(=O)c1c(NC(=O)CSc2nnc(-c3ccc(OC)cc3)o2)sc2c1CCC2	0	0	93	1	.	89	2.8	-5	10
O=C(Nc1cccnc1)c1ccc(COc2ccccc2Cl)o1	-12	-4	98	-24	-7	100	-2.6	1	17
CCOc1ccc(-c2c(C(=O)N/N=C/c3cccc(Br)c3)nnn2-c2nonc2N)cc1	-18	-1	104	-11	32	101	9.1	2	2

Compounds from the list above containing a thiophene ring, fused or not:
smiles	DNA FID counter	GalR3 antag	MEKK3 PB1 HTS	NS3 helicase inh	UBC9 SUMO inh	MEKK2wt PB1 HTS	CRFR2-BP ag	MEKK2 mut-MEK5	CRFR2-BP antag
Cc1ccc(C)c(-c2cc(C(=O)NCc3cccs3)c3ccccc3n2)c1	-24	-5	98	1	8	99	0.0	6	22
Cc1cc(NC(=O)CCC(=O)N(Cc2cccs2)C(C)(C)C(=O)NC2CCCCC2)no1	-46	-9	103	0	0	105	0.2	0	2
COC(=O)c1c(NC(=O)CCCC(=O)O)sc2c1CCC2	-24	-7	97	9	2	95	-2.5	2	12
O=C(COC(=O)/C=C/c1cccs1)Nc1ccccc1Cl	-3	-5	118	1	9	113	0.8	-1	-52
CC1c2ccsc2CCN1S(=O)(=O)c1cccs1 (stereo not drawn)	-4	-7	95	3	5	96	-2.0	-12	18
O=C(Nc1sc2c(c1C(=O)c1ccccc1)CCCC2)c1cccnc1	-2	-5	101	-20	3	97	0.3	-2	4
COc1ccc(Nc2ncnc3sc(C)cc23)c(OC)c1	-5	-10	108	-17	2	110	-0.9	8	19
CCOC(=O)c1c(NC(=O)CSc2nnc(-c3ccc(OC)cc3)o2)sc2c1CCC2	0	0	93	1	.	89	2.8	-5	10
